Growth percent in the NCI-60 one-dose screen (48 h, 10 µM unless noted): 100 = growth as untreated, 0 = no growth, -100 = all killed.
MDA-MB-231 = MDA-MB-231 breast cancer. 81,000 compounds, 5% hits
MDA-MB-468 = MDA-MB-468 breast cancer | 78,000 compounds, 8.5% hits | AID 2202374
K-562 = K-562 leukemia; 78,000 compounds, 7.4% hits; AID 1794777
BT-549 = BT-549 breast cancer | 78,000 compounds, 4.4% hits | AID 1794793
SR = SR leukemia cells; 73,000 compounds, 8.7% hits
MCF7 = MCF7 breast cancer; 82,000 compounds, 6.3% hits
T-47D = T-47D breast cancer; 79,000 compounds, 5% hits; AID 1794792
MOLT-4 = MOLT-4 leukemia cells. 80,000 compounds, 6.9% hits
* = called active by the depositor; . = no result given; [ ] = another dose, or the depositor's remark. Rule for the calls: active = growth percent below 10; inactive = the rest.

structure,MDA-MB-231,MDA-MB-468,K-562,BT-549,SR,MCF7,T-47D,MOLT-4
COc1cc2cc(Oc3ccc(NC(=O)Nc4ccccc4)cc3)c(C)nc2cc1OCCN1CCOCC1,88,60,48,97,60,70,51,71
COC(=O)c1nc(=S)[nH]c(C(=O)OC)c1C(=O)c1cccnc1,84,105,116,106,115,93,98,121
CC(O)(C(=O)O)C(c1ccccc1)c1ccccc1 (stereo not drawn),106,98,109,101,109,106,109,88
O=CCCc1ccccc1,103,94,104,110,107,103,94,108
CCOc1ccc(NC(=O)Nc2cc(C(C)C)ccc2C)cc1,17,114,85,114,37,111,77,72
O=c1n(CC2CO2)c(=O)n(CC2CO2)c(=O)n1CC1CO1 (stereo not drawn),107,57,81,77,18,42,53,19
C=Cn1cc(C(=O)O)c(=O)c2cc(F)c(N3CCN(c4nccc(-c5nccs5)n4)CC3)cc21,.,-62*,11,-49*,-35*,0.2*,-1.2*,1.8*
C[N+](C)(C)CC(=O)N/N=C/c1cccc([N+](=O)[O-])c1,123,121,111,111,112,110,103,110
COc1cc(C2=NNC(c3ccc(Oc4ccc(Cl)cc4)cc3)C2)cc(OC)c1OC (stereo not drawn),89,.,77,88,.,88,69,84
COc1ccc(/C=C(/NC(=O)c2ccccc2)C(=O)Nc2ccc(S(N)(=O)=O)cc2)c(OC)c1,97,99,96,.,.,97,86,89
COc1cc(NC(C)=O)ccc1C(=O)NC(=S)Nc1ccc(S(N)(=O)=O)cc1,83,87,81,68,.,99,53,81
Cc1nc(N)nc(Nc2ccc(CCO)cc2)c1Br,102,96,92,99,96,98,97,98
Nc1nc(SCc2ccc(Cl)cc2Cl)c2[nH]cnc2n1,98,73,91,.,70,85,63,68
CCCN1C(=O)/C(=c2\sc3n(c2=O)NC2C(N=3)N(CC)C(=O)N2CC)c2ccccc21 (stereo not drawn),24,15,14,63,31,18,26,38
O=C(OCC(Cl)(Cl)Cl)c1cc([N+](=O)[O-])cc([N+](=O)[O-])c1,104,100,120,92,102,93,67,96
O=C(c1ccccc1)c1ccco1,94,118,102,98,106,93,97,92
CCNC(=O)N1N=C(c2ccc(N)cc2)c2cc3c(cc2CC1=O)OCO3,119,.,.,100,76,100,100,96
O=C(O)CNC(=O)OCc1ccccc1,107,107,75,101,91,106,96,87
COc1ccc(-c2cn[nH]c2-c2ccc(OC)cc2O)cc1,83,104,94,117,.,108,92,93
CCCCCCCCCCCCCCCC(=O)NN,98,96,98,119,85,96,101,93
CC(C)(c1cc(Cl)c(OCCO)c(Cl)c1)c1cc(Cl)c(OCCO)c(Cl)c1,75,30,68,72,73,82,44,89
CC(=O)NC(Cc1cc(I)c(O)c(I)c1)C(=O)O (stereo not drawn),119,111,108,87,109,99,92,106
C=CCNCCCN1C(=O)c2ccc3c4c(ccc(c24)C1=O)C(=O)N(CCCNCC=C)C3=O,1.3*,-89*,0.4*,-82*,-13*,-65*,-49*,-3.3*
Cc1ccc(-c2nc([P+](c3ccccc3)(c3ccccc3)c3ccccc3)c(N3CCOCC3)o2)cc1,-0.6*,-28*,4.6*,-13*,5.7*,2.7*,-20*,-8.1*
COc1ccc2[nH]c3c(=O)[nH]ncc3c2c1,108,101,116,101,.,98,97,109
Cc1ccc(/C=C2\SC(=S)N(CC(=O)O)C2=O)cc1,96,99,96,109,92,90,97,106
Cc1ccc(S(=O)(=O)Oc2ccc([N+](=O)[O-])cc2[N+](=O)[O-])cc1,94,107,29,-8.4*,57,71,95,54
CC1(C)OB(c2ccc(Cn3cnc4c(=S)nc[nH]c43)cc2)OC1(C)C,101[50 µM],100[50 µM],96[50 µM],102[50 µM],92[50 µM],94[50 µM],.,98[50 µM]
O=C(NNc1ccc(-c2ccccc2)nn1)Nc1ccc(Cl)cc1,94,98,98,96,100,92,105,98
CSc1ncc2[nH]c(C(O)c3ccccc3)nc2n1 (stereo not drawn),88,61,.,133,88,91,85,94

2 entries from above in another layout:
mol: CC(C)(c1cc(Cl)c(OCCO)c(Cl)c1)c1cc(Cl)c(OCCO)c(Cl)c1
  MDA-MB-231 = 75; MDA-MB-468 = 30; K-562 = 68; BT-549 = 72; SR = 73; MCF7 = 82; T-47D = 44; MOLT-4 = 89
mol: CC(=O)NC(Cc1cc(I)c(O)c(I)c1)C(=O)O (stereo not drawn)
  MDA-MB-231 = 119; MDA-MB-468 = 111; K-562 = 108; BT-549 = 87; SR = 109; MCF7 = 99; T-47D = 92; MOLT-4 = 106

As a working copy, part of the list above.
structure,MDA-MB-231,MDA-MB-468,K-562,BT-549,SR,MCF7,T-47D,MOLT-4
Cc1ccc(-c2nc([P+](c3ccccc3)(c3ccccc3)c3ccccc3)c(N3CCOCC3)o2)cc1,-0.6*,-28*,4.6*,-13*,5.7*,2.7*,-20*,-8.1*
COc1ccc2[nH]c3c(=O)[nH]ncc3c2c1,108,101,116,101,.,98,97,109
Cc1ccc(/C=C2\SC(=S)N(CC(=O)O)C2=O)cc1,96,99,96,109,92,90,97,106
Cc1ccc(S(=O)(=O)Oc2ccc([N+](=O)[O-])cc2[N+](=O)[O-])cc1,94,107,29,-8.4*,57,71,95,54
CC1(C)OB(c2ccc(Cn3cnc4c(=S)nc[nH]c43)cc2)OC1(C)C,101[50 µM],100[50 µM],96[50 µM],102[50 µM],92[50 µM],94[50 µM],.,98[50 µM]
O=C(NNc1ccc(-c2ccccc2)nn1)Nc1ccc(Cl)cc1,94,98,98,96,100,92,105,98
CSc1ncc2[nH]c(C(O)c3ccccc3)nc2n1 (stereo not drawn),88,61,.,133,88,91,85,94

The results go on:
structure,MDA-MB-231,MDA-MB-468,K-562,BT-549,SR,MCF7,T-47D,MOLT-4
O=C1Nc2ccc(Cl)cc2/C1=N/N=C(c1ccccc1)c1ccccc1,76,107,93,100,101,100,.,93
COc1cc2oc(-c3cccc(NC(=O)c4ccccc4)c3)cc(=O)c2c(OC)c1OC,75,84,43,74,32,77,50,41
O=C(N/N=C/c1ccccc1O)C(=O)Nc1ccc(F)cc1,44,33,42,59,23,21,53,21
Cc1c(N2CCCCC2)[nH]c2ccccc12,121,121,113,121,119,111,110,110
CCOC(=O)c1cc(-c2ccncc2)nc2c(Cl)cc(Cl)cc12,79,104,92,92,89,90,76,92
O=C(Cc1c[nH]c2ccccc12)NC1=Nc2ccccc2C(=O)NN1,100,110,115,100,110,98,87,118
O=C(Nc1ccccc1N1CCCC1=O)c1oc2ccc(F)cc2c1-c1cnn(-c2ccccc2)c1,22[50 µM],51[50 µM],43[50 µM],57[50 µM],62[50 µM],44[50 µM],35[50 µM],37[50 µM]
C=C(CN(C)C)C(=O)O,120,125,106,.,102,100,105,101
N#Cc1nc(-c2ccccc2)oc1N1CCN(c2ccc(F)cc2)CC1,106,109,100,125,96,95,92,104
Cc1cc(N(CCNc2ccnc3cc(Cl)ccc23)Cc2ccccn2)nc(N2CCCCC2)n1,54,71,23,83,.,70,.,.
COc1cccc(OC)c1C#N,103,97,107,.,88,92,111,98
O=C(O)COc1ccc(-c2cssc2=S)cc1,110,100,115,116,55,93,95,102
COc1cc2nc(Sc3sc(N)nc3C)n(-c3ccc(Oc4ccccc4)cc3)c(=O)c2cc1OC,90,80,79,71,-43*,74,77,54
S=c1nc2oc(-c3ccccc3)c(-c3ccccc3)c2c(/N=C\c2cccs2)[nH]1,94,65,85,98,73,82,52,70
CCCCCCCCN(CCCCCCCC)C(C)C(O)c1ccc2cc(Br)c3ccccc3c2c1 (stereo not drawn),103,125,104,112,103,108,110,113
COc1cc(-c2nc(SCCC(C)C)nc(NC3CC3)c2C#N)cc(OC)c1OC,100,97,116,107,76,95,105,95
CCc1ccc(C(C(=O)O)N2CCN(c3cc(C)nn3-c3ccccc3)CC2)cc1 (stereo not drawn),99,104,98,101,98,92,97,105
COc1cc2oc(-c3ccc(NC(=O)c4ccc(Cl)cc4)cc3)cc(=O)c2c(OC)c1OC,86,91,98,83,.,86,.,95
COC(=O)c1c2c(n3ccc(C)cc13)C(=O)c1ccccc1C2=O,78,86,61,70,46,56,82,51
NOC(=O)CC[C@H](N)C(=O)O,103[20 µM],94[20 µM],103[20 µM],98[20 µM],.,97[20 µM],102[20 µM],107[20 µM]
NC(=NC1CCCCC1)c1ccc(OCCSCCOc2ccc(C(N)=NC3CCCCC3)cc2)cc1,76,42,56,27,67,42,36,78
COc1ccccc1NC(=O)C(N=Nc1ccc(-c2nc3ccc(C)c(S(=O)(=O)O)c3s2)cc1S(=O)(=O)O)C(C)=O (stereo not drawn),98,121,59,149,.,114,92,101
COc1ccc(Oc2nc(Nc3ccc(N4CCOCC4)cc3)ncc2NC(=O)Nc2cccc(OC)c2)cc1,29,90,57,34,74,89,75,40
CCc1ccc(Nc2ncnc3c2c(C)nn3-c2ccc(Cl)cc2)cc1,89,95,95,98,123,91,90,98
CCSC(SCC)C(OC(C)=O)C(OC(C)=O)C(COC(c1ccccc1)(c1ccccc1)c1ccccc1)OC(C)=O (stereo not drawn),75,78,89,125,81,76,69,70
C/C(O)=C1\C(=O)Nn2c(nc3c(cnn3-c3ccccc3)c2=O)N1N,98,108,96,100,102,95,101,98
O=C(c1ccccc1)c1ccc(Sc2ccc([N+](=O)[O-])cc2)cc1,85,46,54,78,75,81,53,73
C[n+]1ccccc1/C=C\c1c[nH]c2ccccc12,97,19,.,87,88,100,.,104
O=C(NC1c2ccccc2Oc2ccccc21)OCCBr,96,104,95,97,89,95,100,96
CCCCC(CC)COC(=O)CC(O)(CC(=O)OCC(CC)CCCC)C(=O)OCC(CC)CCCC (stereo not drawn),99,112,71,118,92,112,96,87
CCN(CC)C1N=C(C)Nc2c1sc(=S)n2-c1ccc(OC)cc1OC (stereo not drawn),85,59,79,78,.,91,62,83
CCOC(=O)c1[nH]cc(-c2ccccc2)c1-c1ccc(OC)cc1OC,78,89,88,92,79,104,79,83
COc1ccccc1NCc1cccn1Cc1ccc(Cl)cc1,91,90,87,104,93,90,90,75
CN(C)C1CCCC/C=C(/c2ccccc2)C1c1ccccc1 (stereo not drawn),92,83,88,103,92,106,94,99
CC1(C)C2CC=C(C=C(C#N)C#N)C1C2 (stereo not drawn),115,98,105,100,109,98,94,103
COc1ccc2c(c1)O/C(=C\c1c(C)n(C)n(-c3ccccc3)c1=O)C2=O,86,70,59,106,103,105,197,100
O=S(=O)(Nc1ccc(F)cc1F)c1ccc(-c2cnc(C3CC3)o2)cc1,53,2.6*,18,17,11,20,32,28
CCOC(=O)C1CC(C(=O)OCC)C(=O)C1=O (stereo not drawn),102,108,104,107,99,105,95,104
Cc1c(C)c(C)c([N+](=O)[O-])c([N+](=O)[O-])c1C,79,82,119,101,100,97,.,.
Cn1c(=O)c2c(-c3ccccc3)nc3ccc(Cl)cc3c2n(C)c1=O,96,97,126,107,105,95,99,113
CN=c1ccc2nc3ccc(N)cc3sc-2c1,7.7*,-5.3*,21,52,.,-13*,20,1.3*
COc1ccc(/C=C/c2nc(-c3n[nH]c(=O)n3-c3ccccc3)c3ccccc3n2)cc1,95,100,96,111,93,91,89,95
Cc1ccc(C2Nc3nc(-c4cccnc4)nn3C(N)=C2C#N)cc1 (stereo not drawn),85,88,92,96,26,87,85,95
CCCC(=O)c1cc(-c2cc(C(=O)CCC)nc(N)n2)nc(N)n1,.,101,95,97,.,95,.,114
COc1ccc(-c2ccc(COc3ccc(CC4SC(=O)NC4=O)cc3)cc2)cc1 (stereo not drawn),93,35,36,72,43,66,59,69
O=C(O)C1CCC(C(=O)O)O1 (stereo not drawn),108,110,101,103,92,93,96,96
Nc1c(S(=O)(=O)O)cc2c3c(cccc13)C(=O)OC2=O,103,86,.,104,114,95,96,89
NC(=O)c1c(NC(=O)c2cccc(C(F)(F)F)c2)sc2c1CCC(=O)C2,-46*,-38*,-2.8*,-28*,-13*,5.0*,-3.8*,-18*
O=C(N1CCC(CN=c2cc3n(-c4ccc(Cl)cc4)c4ccccc4nc-3cc2Nc2ccc(Cl)cc2)CC1)N1CC1,-57*,.,-67*,-82*,-74*,-72*,-47*,-23*
CC[C@@](C)(NC(=O)C(C)(C)NC(=O)[C@@H](NC(=O)[C@@H]1CCCN1C(=O)C(C)(C)NC(=O)[C@H](CC(C)C)NC(=O)CNC(=O)C(C)(C)NC(=O)[C@@H](NC(=O)C(C)(C)NC(=O)[C@H](CCC(N)=O)NC(=O)[C@H](C)NC(=O)C(C)(C)NC(=O)[C@H](C)NC(=O)C(C)(C)NC(=O)[C@H](C)NC(=O)C(C)(C)NC(C)=O)C(C)C)C(C)C)C(=O)N[C@@H](CCC(N)=O)C(=O)N[C@@H](CCC(N)=O)C(=O)N[C@H](CO)CC1CCCCC1,33[5 µM],-11*[5 µM],32[5 µM],-74*[5 µM],28[5 µM],8.6*[5 µM],12[5 µM],21[5 µM]

(continued)
structure,MDA-MB-231,MDA-MB-468,K-562,BT-549,SR,MCF7,T-47D,MOLT-4
CCCCC1COc2cccc3c2N1C=C/C3=C\C(=O)N(C)c1ccccc1 (stereo not drawn),63,19,26,51,67,67,42,56
CON1CCC[C@]2(C)[C@H]3CC[C@@H]4[C@H]5[C@@H](O)C(C)(C)CC[C@]5(CO)CC[C@@]4(C)[C@]3(C)CC[C@H]2C1(C)C,91,114,87,115,88,99,80,84
C#Cc1cc(C(=O)Nc2ccc(CNCCN3CCOCC3)c(C(F)(F)F)c2)ccc1C,90,83,67,.,68,84,82,82
O=C(Nc1cc(-c2ccccc2)[nH]n1)c1ccc(Cl)cc1,114,73,61,84,48,88,74,85
O=C(NCc1ccc(Cl)cc1Cl)C1CCC(=O)N1C(=O)Nc1ccc(Cl)nc1 (stereo not drawn),100,120,94,100,.,93,.,90
O=C(NNC(=O)c1ccc(-n2cc(-c3ccccc3)nn2)cc1)Nc1cccc(Cl)c1,99,98,99,98,102,93,102,108
CCSc1nc2scc(C)c2c(=O)[nH]1,104,110,100,97,101,96,101,96
